Screens deposited in PubChem by National Center for Advancing Translational Sciences (NCATS).
TexasRed autofl: compound fluoresces in the Texas Red spectral region; Compound fluorescence, Texas Red channel, 547/618 nm; stronger effect = higher value; max dye-equivalent concentration, M; AID 587; 59,000 tested, 0.06% active; in the data active = max dye-equivalent concentration above about 10 nM; inconclusive = between about 1.1 nM and that limit
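Pin-transferred compounds and Texas Red standards go into 100 mM Tris buffer, pH 8.0. After 15 min at room temperature, plates are imaged with 547/618 nm filters. Each value is a dye-equivalent concentration derived from the per-plate dye curve.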
CRE-bla Fsk: alters forskolin-stimulated CRE reporter signaling in CHO cells. CHO CRE-bla reporter (cAMP response element driving beta-lactamase), forskolin EC10, beta-lactamase ratio. 71,000 tested, 2.5% active. Potency, µM (series often up to 38.2 µM), without a hit: top-dose activity change, negative = inhibition, hits mostly activators; active = well fitted activation curve with a large enough effect in the signal ratio, with a control signal flat, not every such curve was filed as active; inconclusive = small, poorly fitted or top-dose-only effect, or effect the other way, or a change in a side signal; the % refers to the signal ratio; note: potency is the fitted concentration of half-maximal effect; % of control where 0% means no effect
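AC50 values, positive or negative, reflect shifts in EC10 NKH 477-induced CRE-bla reporter activity in CHO cells. Incubation lasted 3 h at 37 °C before CCF4 substrate (2 h, room temperature) and ratiometric 460/530 nm reading.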
HADH2 inhib: inhibitors of human HADH2 dehydrogenase; Q99714; 73,000 tested, 3.4% active; recombinant HADH2, NADH fluorescence, beta-hydroxybutyryl-CoA; Potency, µM (titrated, usually from 57.1 µM), for inactives: at the top dose activity change, negative = inhibition, most hits filed as inhibitors; AID 886; note: potency is the fitted concentration of half-maximal effect; % is set by controls: 0 for no effect and ±100 for the full control effect; nearly all actives have a fitted effect of over 60% in size; many of its hits are not listed in these tables
Target sequence (Q99714 whole entry, looked up, one chain of several): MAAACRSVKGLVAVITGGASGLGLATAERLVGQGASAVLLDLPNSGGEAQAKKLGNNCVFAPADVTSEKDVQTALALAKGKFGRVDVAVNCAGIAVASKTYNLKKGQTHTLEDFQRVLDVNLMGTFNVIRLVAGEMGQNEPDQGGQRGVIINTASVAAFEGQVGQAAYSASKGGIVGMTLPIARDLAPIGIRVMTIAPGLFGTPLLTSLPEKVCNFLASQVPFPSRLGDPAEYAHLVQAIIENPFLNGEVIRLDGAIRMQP
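Buffer 100 mM Tris-HCl pH 9.0/0.01% Tween-20; HADH2 20 nM; NAD+ 1 mM; beta-hydroxybutyryl-CoA 90 uM (all final). 15 min cpd preincubation, RT.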
Tau fil binding: binders of human tau filaments | P10636 | recombinant tau filaments, thioflavin S fluorescence, 15 h; filaments grown with octadecylsulfate alongside compound | Potency, µM (doses to about 57.1 µM), for the others: at the highest dose activity change, negative = inhibition | 71,000 tested, 2% active | AID 596;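 note: potency is the fitted concentration of half-maximal effect; % is set by controls: 0 for no effect and ±100 for the full control effect; actives lower thioflavin S fluorescence by blocking filaments or displacing dye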
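ThS-based fibril read: tau 1 uM final, inducer ODS 30 uM final, 37 C for 15 h, ex 450/em 510 nm.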
15-hLO inh: 15-hLO (ALOX15) enzyme inhibition | P16050 | purified 15hLO-1, xylenol orange hydroperoxide absorbance | Potency, µM (top dose mostly 57.1 µM), inactives show at the top dose activity change, negative = inhibition, most hits filed as inhibitors | 74,000 tested, 1.4% active; note: potency is the fitted concentration of half-maximal effect; % is set by controls: 0 for no effect and ±100 for the full control effect; nearly all actives have a fitted effect of over 55% in size
Target sequence (P16050 whole entry, looked up): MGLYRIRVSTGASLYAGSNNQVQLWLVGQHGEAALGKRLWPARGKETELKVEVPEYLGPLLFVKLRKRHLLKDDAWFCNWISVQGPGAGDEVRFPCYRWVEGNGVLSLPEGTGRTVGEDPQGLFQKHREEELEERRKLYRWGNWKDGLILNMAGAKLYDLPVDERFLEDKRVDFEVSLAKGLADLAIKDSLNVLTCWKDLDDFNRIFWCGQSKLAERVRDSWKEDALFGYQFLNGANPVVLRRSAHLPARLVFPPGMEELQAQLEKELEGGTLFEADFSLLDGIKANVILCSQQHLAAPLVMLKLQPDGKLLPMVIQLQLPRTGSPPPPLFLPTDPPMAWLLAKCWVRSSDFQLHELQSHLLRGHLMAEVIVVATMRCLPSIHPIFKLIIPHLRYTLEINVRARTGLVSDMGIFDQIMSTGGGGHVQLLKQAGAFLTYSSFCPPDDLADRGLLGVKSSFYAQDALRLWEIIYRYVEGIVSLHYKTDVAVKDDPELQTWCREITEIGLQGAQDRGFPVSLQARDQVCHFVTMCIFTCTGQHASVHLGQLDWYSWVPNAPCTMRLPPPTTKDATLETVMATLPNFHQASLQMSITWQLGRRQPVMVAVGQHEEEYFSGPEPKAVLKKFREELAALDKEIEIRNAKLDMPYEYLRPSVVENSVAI
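Purified human 15hLO-1 (40 nM) in 25 mM Hepes pH 7.5, 0.01% Triton X-100, preincubated 15 min RT with compound, then 50 uM arachidonic acid for 6 min. Hydroperoxide read by ferrous/xylenol orange, 30 min; 573/405 nm absorbance ratio gave progress.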
ERK AVP block: blocks ERK signaling stimulated by vasopressin; HEK293-V1b, vasopressin-stimulated pERK AlphaScreen; Potency, µM (highest dose often 57.5 µM), without a hit: at the top dose activity, negative = inhibition, actives largely listed as inhibitors; 72,000 tested, 0.99% active; note: potency is the fitted concentration of half-maximal effect; % is set by controls: 0 for no effect and ±100 for the full control effect; nearly all actives have a fitted effect of over 55% in size
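HEK293 cells stably expressing V1b receptor, preincubated 30 min at 37 °C with compound, then stimulated 5 min with 25 nM vasopressin. Phospho-ERK by AlphaScreen SureFire after 5 h RT; normalized to DMSO and vasopressin; AC50 by Hill fit.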
Pol III holo inh: inhibitors of bacterial DNA polymerase III holoenzyme; reconstituted DNA polymerase III holoenzyme replication, biochemical; Potency, µM (series often up to 57.1 µM), for inactives: top-dose activity change, negative = inhibition; 71,000 tested, 0.25% active; note: potency is the fitted concentration of half-maximal effect; % is set by controls: 0 for no effect and ±100 for the full control effect
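Reconstituted *E. coli* holoenzyme (0.35 nM Pol III, 1 nM beta, 154 nM SSB, 2 nM primase) was preincubated with compound for 15 min at RT. Synthesis on 1.4 nM ssM13Gori ran 35 min, then was stopped with PicoGreen/EDTA and read as dsDNA fluorescence.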
Hsp90 Hop PPI: changes Hsp90-Hop TPR2A binding signal, up or down | AID 595 | 71,000 tested, 0.44% active | Potency, µM (highest dose often 57 µM), for the others: at the highest dose activity change, negative = inhibition | AlphaScreen TPR2A-His6 binding biotin-Hsp90 C-terminal peptide; active = well fitted curve in either direction with a large enough effect; inconclusive = small, poorly fitted or top-dose-only effect, or another doubt; note: potency is the fitted concentration of half-maximal effect; % is set by controls: 0 for no effect and ±100 for the full control effect; many of its hits are not listed in these tables
Rhodamine fluor: compound autofluorescence in rhodamine spectral region; 59,000 tested, 0.05% active; Rhodamine-region fluorescence, 547/598 nm, Tris buffer; stronger effect = higher value; max dye-equivalent concentration, M; in the data active = max dye-equivalent concentration above about 11 nM; inconclusive = between about 1.1 nM and that limit
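Intrinsic compound fluorescence, ex 547 / em 598 nm, CCD imager. Tris 100 mM pH 8.0; 15 min RT. Output = rhodamine dye-equivalent concentration at each compound concentration.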
FLuc inh: inhibitors of firefly luciferase. purified firefly luciferase, luminescence, 8 min. 72,000 tested, 2.2% active. Potency, µM (doses to about 57.1 µM), without a hit: top-dose activity change, negative = inhibition, actives largely listed as inhibitors. P08659; note: potency is the fitted concentration of half-maximal effect; % is set by controls: 0 for no effect and ±100 for the full control effect; nearly all actives have a fitted effect of over 40% in size
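Titration-based qHTS; buffer 50 mM imidazole pH 7.2, 50 mM KCl, 7 mM MgCl2, 10 uM ATP, 0.01% Tween 20, 0.05% BSA; luciferase/luciferin detector mix added after compound; 8 min, ambient; luminescence.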
HBB splicing: hemoglobin beta splicing modulation. HBB splicing reporter cell assay, activation; EGFP reporter with mutant IVS2-654 intron; response scale: normalised to 500 nM splice-correcting PNA. Potency, µM (doses to about 46.1 µM), for inactives: at the highest dose activation, usual class: activators. 65,000 tested, 0.06% active. AID 925; note: potency is the fitted concentration of half-maximal effect; 0% is about no effect
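HeLa cells stably expressing EGFP interrupted by mutant beta-globin intron 2 (IVS2-654), 500/well in 2% FCS. Treated with compound for 2 days at 37C. Splicing correction scored as total well GFP intensity (488 nm excitation, 500-520 nm emission); 500 nM antisense PNA served as control.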
* hit, by the source's call; i = inactive; ? = inconclusive; / = not tested or not shown; [ ] = dose if it differs, or a comment. Unless noted, calls come from the whole dose curve; as a rule, active = well fitted curve in the direction sought with a large enough effect; inconclusive = small, poorly fitted or top-dose-only effect, or another doubt; inactive = no such curve, though single readings can be large; an effect the other way counts as inactive or inconclusive.

SMILES | TexasRed autofl | CRE-bla Fsk | HADH2 inhib | Tau fil binding | 15-hLO inh | ERK AVP block | Pol III holo inh | Hsp90 Hop PPI | Rhodamine fluor | FLuc inh | HBB splicing
Cc1cc(Cl)c(S(N)(=O)=O)cc1OCC(N)=O | i | 1% | 9% | -4% | 9% | 7% | -3% | 1% | i | 1% | -0.9%
COc1cc(C(=O)OCC(=O)Nc2c(F)c(F)c(F)c(F)c2F)cc(OC)c1OC | ? | ? | 8% | -4% | 2% | -8% | 0% | 2% | i | 0% | -1.8%
O=C(NC1CCCC1)C(NS(=O)(=O)c1cccc2nsnc12)c1ccccc1 (stereo not given) | i | ? | -23% | -28% | -1% | -12% | -4% | 5% | i | 0% | 0.6%
CC(=O)c1c(C)[nH]c(C(=O)NCc2cccs2)c1C | i | -18% | 1% | 2% | -1% | 12% | -8% | -1% | i | 0% | 0.0%
O=C(N/N=C1/C[C@@H](O)[C@@H](O)[C@@H]2[C@@H]3C(=O)N(c4cccc(Oc5ccccc5)c4)C(=O)[C@H]3CC[C@H]12)OCc1ccccc1 | / | / | 2%[11.4 µM] | / | 18%[11.4 µM] | 27%[11.5 µM] | / | / | / | 0%[11.4 µM] | -0.3%[9.22 µM]
Cn1c2c(c(=O)n(C)c1=O)CN(CC1CCCO1)CN2 (stereo not given) | ? | 0% | 8% | -8% | 1% | 9% | 4% | -3% | i | 2% | -1.4%
COCCNC(=O)CN(c1cc(C(F)(F)F)ccc1Cl)S(C)(=O)=O | / | 0% | 13% | -5% | 11% | 1% | -1% | 1% | / | 2% | 0.5%[9.22 µM]
Cc1cc(C)cc(N(CC(=O)N2CCn3c2nc2ccccc23)S(=O)(=O)c2c(C)noc2C)c1 | / | -2% | 3% | 69% | 5% | 3% | 4% | -5%[2.3 µM] | / | 2% | -1.1%
CC(C)n1c(=S)[nH]c2c1c(=O)[nH]c(=O)n2C | i | ? | 0.63µM* | -1% | ? | 18% | -4% | -9% | i | -2% | -1.9%
COCCn1nnnc1C(c1ccc(OC)cc1OC)N1CCN(c2ccccc2F)CC1 (stereo not given) | i | -14% | -6% | -13% | 15% | 1% | -3% | -7% | i | -1% | 4.2%
CCCCOCCCNC(=O)N[C@H](C(=O)OC)C(C)C | i | 20% | 35%[activator] | 8% | 13% | -1% | -1% | -3% | i | 1% | 0.5%
Cn1c(=O)c2c(nc(SC3C(=O)CC(C)(C)CC3=O)n2C)n(C)c1=O | i | -6% | -29% | -2% | -3% | 10% | -4% | -1% | i | -1% | 0.1%[57.5 µM]
COc1ccc(OC)c(NC(=O)C2CCC(CNc3c(N4CCC(C)CC4)c(=O)c3=O)CC2)c1 (stereo not given) | / | 4% | -7% | 3.2µM* | -7% | ? | -8% | -16% | / | 0% | 0.2%
COc1ccc(-c2nnc(SCC(=O)c3[nH]c(C)c(C(C)=O)c3C)o2)cc1 | i | -2% | 4% | -3% | -16% | ? | ? | -3% | i | -1% | -0.4%[57.5 µM]
CCOc1ccc2[nH]c(C)cc(=O)c2c1 | / | -6% | -15% | -20% | -5% | -6% | 1% | -1%[2.3 µM] | / | 3% | -1.8%
Cc1c(C(=O)NC(C)CN2CCCCC2)oc2ccccc12 (stereo not given) | i | -14% | 11% | 0% | -5% | 7% | 3% | -6% | i | -1% | 1.8%
COC(=O)c1c(C)[nH]c(C)c1-c1ccccc1 | i | -2% | 5% | -5% | -4% | -13% | -11% | -2% | i | 3% | -0.9%
CCOc1cc(NC(=O)C2CC2)c(OCC)cc1NC(=O)c1ccccn1 | i | 2% | 16% | -20% | -4% | -19% | -2% | -4% | i | 1% | /
CCOc1ccc(CN2CCC(=O)NC2=O)cc1 | / | ? | -4%[11.4 µM] | -4%[11.4 µM] | 4%[11.4 µM] | 24% | 9%[11.4 µM] | -6%[11 µM] | / | 2% | -1.5%[0.0738 µM]
Cc1[nH]nc2c1C(Cc1ccccc1)C(C#N)=C(N)O2 (stereo not given) | i | -1% | -16% | -1% | -3% | -11% | -2% | 0% | i | 0% | -0.1%[57.5 µM]
COc1ccccc1-c1cncnc1N1CCN(C)CC1 | i | -3% | ? | -3% | ? | 9% | -7% | -8% | i | -6%[2.29 µM] | 0.3%
CCc1nnc(SCC(=O)N2CCCc3ccccc32)nc1CC | i | ? | -2% | -2% | -11% | 41%[activator] | 0% | 4% | i | -1% | -1.2%
CCCSc1nc2c(c(=O)[nH]c(=O)n2C)n1C | i | ? | 8% | 4% | -8% | -17% | 1% | 5% | i | 1% | 1.0%[1.84 µM]
O=C(Nc1cccc(F)c1)N1CCC2(CC1)CCN(C(=O)c1cnccn1)CC2 | i | -2% | -6% | 12% | -1% | -6% | -5% | -2% | i | -2%[11.4 µM] | -0.7%
Cc1noc(C)c1S(=O)(=O)N1CCC(C(=O)NCCC2=CCCCC2)CC1 | i | ? | 1% | -2% | 3% | 49% | -4% | 5% | i | 0% | -3.2%
CN1CCN(c2ncc3nc(-c4cc(F)cc(F)c4)c(=O)n(C)c3n2)CC1 | i | ? | 16% | -17% | 6% | 9% | -3% | 2% | i | -1%[11.4 µM] | -0.1%
COc1nc(Nc2nc3ccccc3c(=O)[nH]2)nc2ccc(C)cc12 | / | 1.6µM* | -9%[11.4 µM] | i[11.4 µM] | -1%[11.4 µM] | -13% | -6%[11.4 µM] | -4%[11 µM] | / | 2% | -2.5%[0.0738 µM]
O=C(c1cnn2c(C(F)F)cc(C3CC3)nc12)N1CCOCC1 | i | 10% | 7% | 27% | -4% | -18% | 0% | -1% | i | -3% | -0.9%
COc1cc(C(C)=O)ccc1OC(=O)C(C)N1C(=O)c2ccccc2C1=O (stereo not given) | / | -2% | -26% | -3% | -2% | -13% | -1% | -5% | / | 0% | -1.7%
CSc1ccccc1NC(=O)c1c(C)noc1C | i | 13µM* | 25µM* | 47% | ? | 52% | 6% | ? | i | 1% | -0.7%
N#Cc1cccc(NC(=O)N2CC3(CCN(C(=O)c4cccc(F)c4)CC3)C2)c1 | i | -9% | -2% | 9% | 7% | 0% | -2% | -4% | i | 1%[11.4 µM] | 3.6%
COC(=O)C1=C(C)NC(=O)C1(Nc1ccc(Cl)cn1)C(F)(F)F (stereo not given) | i | -10% | -3% | -7% | ? | 15% | -2% | -7% | i | 0% | -1.8%
CN1CCN(c2ncc3ncc(=O)n(C4CC4)c3n2)CC1 | i | -4% | 24% | -18% | 6% | -27% | 4% | -6% | i | 2%[11.4 µM] | 3.5%
COc1cc(C2C(C#N)=C(N)OC3=C2C(=O)CC(C)(C)C3)ccc1OC(=O)N1CCOCC1 (stereo not given) | i | ? | 4% | 1% | -1% | 3% | 0% | -2% | i | -4% | -2.6%
Cc1csc2ncc(C(=O)Nc3cccc(C(F)(F)F)c3)c(=O)n12 | / | -5% | -7% | 122% | -2% | / | -4% | -7% | / | -1% | 0.8%
C=CCSc1[nH]c(=O)cc(C)c1C(N)=O | i | -1% | -9% | 10% | -1% | -6% | -2% | -1% | i | 3% | 0.8%
CCCCNC(=O)CSc1nnc(NC(C)=O)s1 | / | 4% | -4% | 10% | 4% | -12% | -2% | -2% | / | -1% | -0.6%
Cc1ccc(S(=O)(=O)N(C)CC(=O)N2CCCc3ccccc32)cc1 | i | -9% | 4% | -6% | 2% | -12% | 1% | -2% | i | 1% | -0.6%
Cc1cc(N2CCOCC2)nc2ccc(Cc3ccc4nc(N5CCOCC5)cc(C)c4c3)cc12 | ? | 9%[7.6 µM] | -2%[11.4 µM] | 5%[11.4 µM] | 19%[11.4 µM] | -22%[11.5 µM] | 13%[11.4 µM] | 9%[11 µM] | i | 0%[11.4 µM] | 1.0%[9.22 µM]
COC(=O)N1CCN(S(=O)(=O)c2ccc(F)cc2)CC1 | i | -4% | -2% | 8% | 2% | -16% | -1% | -4% | i | 3% | 1.8%
c1ccc(-c2csc(Nc3cccnc3)n2)nc1 | i | 2% | 1% | 18% | -15% | -12% | -6% | -6% | i | 1% | -0.2%
O=c1[nH]c(CSc2nc3ccccc3o2)nc2c1cnn2-c1ccccc1 | i | ? | ? | i | ? | -14% | -2% | -5% | i | 4% | -3.7%
Cc1ccccc1-n1nc(C)c2cc(C(=O)NCc3cccnc3)sc21 | i | ? | 2% | 4% | -10% | -21% | -5% | -5% | i | 3% | -1.7%

An excerpt; the hit share may differ from the screen's.
